PGK inhibitor: qHTS Assay to Find Inhibitors of Phosphoglycerate Kinase; Potency, µM (top dose mostly 57.5 µM), for inactives: top-dose activity change, negative = inhibition, hits mostly inhibitors; Phosphoglycerate kinase, glycosomal (Trypanosoma brucei brucei), P07378; PGK/GAPDH coupled, Kinase-Glo luminescence, 60 min; 380,000 compounds, 0.043% hits; note: % is set by controls: 0 for no effect and ±100 for the full control effect; nearly all actives have a fitted effect of over 60% in size
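Luminescent ATP detection (Kinase-Glo Plus) follows a 60-minute room-temperature incubation, with wells lacking PGK as controls. Buffer: 100 mM TEA (pH 7.6), 5 mM MgCl2, 0.01% Tween-20. Coupling enzyme GAPDH (100 nM final) supplies unstable 1,3-BPG in-well.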
HP1b binding inh: HTS for Inhibitors of HP1-beta Chromodomain Interactions with Methylated Histone Tails. AlphaScreen HP1-beta / biotin-H3K9me3 peptide binding. Chromobox protein homolog 1 (Homo sapiens), P83916. AID 540317, 2011. Potency, µM (highest dose often 114 µM), without a hit: at the top dose activity change, negative = inhibition, actives largely listed as inhibitors. 390,000 compounds, 0.56% hits; note: nearly all actives have a fitted effect of over 70% in size; inactives centre near 23
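Compound inhibition of the preformed complex between 50 nM HP1-beta and 50 nM biotinylated H3K9me3 peptide was read by AlphaScreen. Buffer was PBS pH 7.4 with 0.01% Tween-20. Incubations ran 30 min at room temperature, with 10 ug/mL donor/acceptor beads.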
GLS inhibitor: qHTS for Inhibitors of Glutaminase (GLS); Glutaminase kidney isoform, mitochondrial (Homo sapiens), O94925; GLS enzymatic activity, qHTS titration; Potency, µM (series often up to 45.5 µM), inactives show at the highest dose activity change, negative = inhibition, usual class: inhibitors; 410,000 compounds, 0.21% hits; note: % is set by controls: 0 for no effect and ±100 for the full control effect
Target sequence (O94925 whole entry, looked up, canonical isoform): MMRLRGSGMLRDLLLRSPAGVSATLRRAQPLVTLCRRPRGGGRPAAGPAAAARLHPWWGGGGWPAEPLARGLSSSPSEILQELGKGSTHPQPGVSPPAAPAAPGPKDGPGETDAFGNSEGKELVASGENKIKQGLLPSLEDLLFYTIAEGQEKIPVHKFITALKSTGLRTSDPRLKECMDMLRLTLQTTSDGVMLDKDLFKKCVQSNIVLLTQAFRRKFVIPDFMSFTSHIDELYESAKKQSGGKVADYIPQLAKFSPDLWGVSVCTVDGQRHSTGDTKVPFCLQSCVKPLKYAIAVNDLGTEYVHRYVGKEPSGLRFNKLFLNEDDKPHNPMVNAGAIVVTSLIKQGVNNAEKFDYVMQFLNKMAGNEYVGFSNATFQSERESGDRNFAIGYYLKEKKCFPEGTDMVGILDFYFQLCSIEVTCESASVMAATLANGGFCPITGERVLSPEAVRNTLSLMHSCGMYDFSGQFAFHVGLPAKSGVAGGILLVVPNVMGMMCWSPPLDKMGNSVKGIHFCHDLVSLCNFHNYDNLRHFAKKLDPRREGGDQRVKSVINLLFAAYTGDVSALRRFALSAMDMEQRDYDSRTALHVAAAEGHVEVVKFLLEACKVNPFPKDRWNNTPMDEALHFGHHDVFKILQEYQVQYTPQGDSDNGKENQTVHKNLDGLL
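Read-out is an Amplex red fluorescence increase coupled through glutamate oxidase and HRP, measured before and after 30 min room-temperature incubation. hKGA is in 45 mM KH2PO4 (pH 8.2) with 0.02% Tween-20; glutamine added as 1mM solution.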
JMJD2A Tudor: qHTS Assay for Inhibitors of JMJD2A-Tudor Domain; AlphaScreen JMJD2A-Tudor / H3K4me3 peptide binding; Potency, µM (top dose mostly 114 µM), inactives show top-dose activity change, negative = inhibition, hits mostly inhibitors; 390,000 compounds, 4.4% hits; Lysine-specific demethylase 4A (Homo sapiens), O75164; AID 504339, 2011; note: % is set by controls: 0 for no effect and ±100 for the full control effect; nearly all actives have a fitted effect of over 50% in size
ALOX12 inh: Primary qHTS assay for inhibitors of human arachidonate 12S-lipoxygenase (ALOX12): Round 2; Potency, µM (highest dose often 108 µM), for inactives: at the highest dose activity change, negative = inhibition, hits mostly inhibitors; purified 12hLO, xylenol orange hydroperoxide absorbance; 580,000 compounds, 1.1% hits; AID 1671190, 2021; note: % is set by controls: 0 for no effect and ±100 for the full control effect
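Hydroperoxide product was detected by ferrous iron/xylenol orange as the 573 to 405 nm absorbance ratio. Arachidonic acid at 40 uM (final) was turned over for 30 min at room temperature by 150 nM human 12hLO, pH 7.0 Hepes buffer, after 15 min compound preincubation.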
TrxR1 inh: qHTS Assay for Inhibitors of Mammalian Selenoprotein Thioredoxin Reductase 1 (TrxR1): qHTS; Thioredoxin reductase 1, cytoplasmic (Rattus norvegicus), O89049; recombinant rTrxR1, NADPH fluorescence consumption, selenite substrate; Potency, µM (titrated, usually from 114 µM), for inactives: at the highest dose activity change, negative = inhibition, most hits filed as inhibitors; 390,000 compounds, 1% hits; AID 588453, 2011; note: % is set by controls: 0 for no effect and ±100 for the full control effect; nearly all actives have a fitted effect of over 65% in size
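Rat TrxR1 (90 nM in the dispensed reagent) was pre-reduced with 400 uM NADPH for 5 min at room temperature, then incubated with compound for 15 min. After 400 uM selenite was added, NADPH fluorescence (Ex 340/Em 450 nm) was followed for 8 min.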
RGS4 inh: Inhibitors of Regulator of G Protein Signaling (RGS) 4: qHTS. 390,000 compounds, 0.039% hits. Transcreener GDP fluorescence polarization, RGS4-accelerated GTP hydrolysis. Regulator of G-protein signaling 4 (Homo sapiens), P49798. Potency, µM (highest dose often 114 µM), inactives show at the top dose activity change, negative = inhibition, most hits filed as inhibitors; note: % is set by controls: 0 for no effect and ±100 for the full control effect; nearly all actives have a fitted effect of over 75% in size; some results filed as inactive show a strong effect at the top dose
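MLSMR compounds (23 nl, pin-transferred) preincubated 10 min at room temperature with a 500nM (2x) first reagent, then RGS4 at 900nM (2x) plus Transcreener GDP mix added; fluorescence polarization (620/688 nm) read before and after 90 min at 30 °C.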
ERG-DNA inh: qHTS for Small Molecule Inhibitors of the ERG Ets/DNA interaction | Transcriptional regulator ERG (Homo sapiens), P11308 | fluorescence polarization, His-ERG Ets domain / labelled DNA | Potency, µM (series often up to 76.9 µM), for the others: at the top dose FP activity, negative = inhibition, most hits filed as inhibitors | 370,000 compounds, 0.028% hits | AID 624246, 2012; active = well fitted inhibition curve with a large enough effect in the polarisation, with a control signal flat; inconclusive = small, poorly fitted or top-dose-only effect, or effect the other way, or a change in a side signal; inactive = no such curve, though single readings can be large or run the other way; the % refers to the polarisation;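 note: polarization taken with two DNA probes labelled with fluorescein and Texas red; % of control where 0% means no effect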
Target sequence (P11308 whole entry, looked up, the tested form may be a part): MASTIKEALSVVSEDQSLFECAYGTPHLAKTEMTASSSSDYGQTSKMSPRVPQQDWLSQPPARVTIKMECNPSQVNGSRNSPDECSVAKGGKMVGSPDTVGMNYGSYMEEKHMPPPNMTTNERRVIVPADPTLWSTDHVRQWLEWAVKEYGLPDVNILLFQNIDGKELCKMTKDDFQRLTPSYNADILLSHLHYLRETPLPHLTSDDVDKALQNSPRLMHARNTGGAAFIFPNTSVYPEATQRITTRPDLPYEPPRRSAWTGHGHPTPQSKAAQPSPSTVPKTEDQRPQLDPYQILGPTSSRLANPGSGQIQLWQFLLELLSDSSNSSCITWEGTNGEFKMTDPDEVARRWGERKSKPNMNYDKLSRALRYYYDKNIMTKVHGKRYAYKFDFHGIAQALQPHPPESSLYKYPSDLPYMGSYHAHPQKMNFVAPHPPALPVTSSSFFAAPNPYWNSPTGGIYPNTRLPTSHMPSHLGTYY
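His-tagged ERG Ets domain (1 uM in the protein solution; 300mM KCl, 50mM Tris-HCl, 1mM EDTA, 1mM DTT, pH 7.5) received compound, then a probe mix of 5 nM fluorescein-DNA and 100nM Texas-615-DNA. Fluorescence polarization was read for both dyes.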
Pin1 inh: qHTS Assay to Find Inhibitors of Pin1; Peptidyl-prolyl cis-trans isomerase NIMA-interacting 1 (Homo sapiens), Q13526; Pin1 FP peptide displacement, HiFluor488, 10 min; Potency, µM (top dose mostly 115 µM), inactives show at the top dose activity, negative = inhibition, usual class: inhibitors; 390,000 compounds, 0.009% hits; AID 504891, 2011; active = well fitted inhibition curve with a large enough effect in the polarisation, with a control signal flat, not every such curve was filed as active; inconclusive = small, poorly fitted or top-dose-only effect, or effect the other way, or a change in a side signal; inactive = no such curve, though single readings can be large or run the other way; the % refers to the polarisation; note: % is set by controls: 0 for no effect and ±100 for the full control effect
The depositor's hits bear a star; i = inactive; u = inconclusive; x = no result given; & = joins results of further samples; [ ] = another dose, or the depositor's remark. Unless noted, calls come from the whole dose curve; as a rule, active = well fitted curve in the direction sought with a large enough effect; inconclusive = small, poorly fitted or top-dose-only effect, or another doubt; inactive = no such curve, though single readings can be large; an effect the other way counts as inactive or inconclusive. Potency is the fitted concentration of half-maximal effect. The list is partial; the hit share may differ from the screen's.

PGK inhibitor | HP1b binding inh | GLS inhibitor | JMJD2A Tudor | ALOX12 inh | TrxR1 inh | RGS4 inh | ERG-DNA inh | Pin1 inh | mol
10% | -4% | -7% | -34% | -14% | -1% | 14% | 9% | -1% | COc1ccccc1Cn1ccn(Cc2c(F)cccc2Cl)c(=O)c1=O
-7% | 38% | -3% | -2% | 135%[activator] | 30% | 10% | 3% | -7% | NS(=O)(=O)c1ccc(CNC(=O)Cc2ccccc2[N+](=O)[O-])cc1
i | 19% | 0% | u | u | 8% | 8% | -2% | 0% | Cc1cccc(C)c1OCCn1c(C2CC(=O)N(Cc3ccc(F)cc3)C2)nc2ccccc21 (stereo unspecified)
-12% | 24% | -1% | -10% | -2% | 4%[57.1 µM] | 20% | 3% | 1% | O=C(C1CC1)N1CCN(c2nc3c(F)cc(F)cc3s2)CC1
1% | 15%[57 µM] | 6% | -10% | -5% | 0% | u | 0% | u | COc1ccc(NC(=O)CCc2nnc3ccc(NCc4ccc5c(c4)OCO5)nn23)cc1
-11% | -10% | 16% | -14% | -2% | 23% | u | 22% | -12% | CCCCN(c1ccccc1)S(=O)(=O)c1cccc(C(=O)Nc2c(C)n(C)n(-c3ccccc3)c2=O)c1
11% | 61%[activator] | -5% | 7% | -2% | 13% | -9% | 3% | u | CCOc1ccccc1NC(=O)CN1C(=O)COc2ccc(S(=O)(=O)N3CCCCC3)cc21
-5% | 19% | -1% | -13% | 1% | 14%[57.1 µM] | 8% | 5% | -1% | CC(=O)NNC(=S)NCCc1ccccc1
10% | 21% | u | -15% | 0% | 0% | 19% | -2% | -2% | O=C(Nc1nc2n(n1)C(c1ccc(Cl)cc1)C=C(c1ccccc1)N2)c1ccco1 (stereo unspecified)
i | 33% | -5% | 9% | 4% | 19% | 0% | -4% | 1% | COC(=O)c1sc2ccccc2c1C(=O)OC

Next section (two carried over from the part before).
PGK inhibitor | HP1b binding inh | GLS inhibitor | JMJD2A Tudor | ALOX12 inh | TrxR1 inh | RGS4 inh | ERG-DNA inh | Pin1 inh | mol
10% | 21% | u | -15% | 0% | 0% | 19% | -2% | -2% | O=C(Nc1nc2n(n1)C(c1ccc(Cl)cc1)C=C(c1ccccc1)N2)c1ccco1 (stereo unspecified)
i | 33% | -5% | 9% | 4% | 19% | 0% | -4% | 1% | COC(=O)c1sc2ccccc2c1C(=O)OC
0% | 43%[activator] | 0% | -3% | 0% | 16%[57.1 µM] | -27% | 13% | 2% | Cc1cccc(C)c1N1CCN(S(=O)(=O)c2ccc(F)cc2)CC1
9% | 23% | -1% | -22% | -25% | 41%[activator] | -13% | -2% | -8% | Cc1ccc(C)c(N2CCN(C(=O)c3ccc4c(Cl)c5c(nc4c3)CCCC5)CC2)c1
-10% | 20% | 2% | -24% | -1% | -17% | -4% | 8% | 1% | O=S(=O)(c1ccc(Br)cc1F)N1CC[C@H](O)C1
-3% | 9% | x | -7% | u | -23% | -7% | -9% | -2% | CC1CCN(c2ccccc2NC(=S)NC(=O)c2ccc(-c3cccc([N+](=O)[O-])c3)o2)CC1
9% | 9% | 3% | -28% | 1% | 3% | 21% | -6% | -1% | CCOC(=O)Cn1c(=O)c2c(nc3n2CC(C)CN3Cc2ccccc2)n(C)c1=O (stereo unspecified)
-11% | 34% | 5% | 7% | 6% | 24% | -2% | -8% | -10% | COCCNC(=O)c1ccc(N2CC3CC(C2)c2cccc(=O)n2C3)c(NC(=O)c2c(F)cccc2F)c1 (stereo unspecified)
0% | -10% | 0% | -12%[11.4 µM] | u | 40µM* | -19%[11.4 µM] | 10% | 2% | Cc1cccc(OCCSc2nc(N)cc(N)n2)c1
-10% | 14% | 1% | -9% | -25% | 24%[57.1 µM] | -4% | -1% | -9% | CC(C)N(Cc1ccccc1)C(=O)c1ccc2nsnc2c1
-6% | 10% | -1% | 6% | -4% | 12%[57.1 µM] | -38% | 0% | -1% | Cc1nn(-c2ccccc2)c2c1C(=O)NC(=O)C(C)(C)C2
-1% | 16% | -8% | -8% | 1% | 10%[57.1 µM] | 1% | -6% | -8% | COc1cccc(NC(=O)COC(=O)c2c(F)cccc2Cl)c1
0% | u | -9% | 25µM* | u | 45µM* | u | -10% | -1% | COc1ccccc1N(O)C1CC(=O)N(c2ccc(Br)cc2)C1=O (stereo unspecified)
12% | 72%[activator] | 3% | 21% | -1% | 9% | -13% | 7% | 1% | O=C(Nc1ccc(Br)cc1)C1OCCc2ccccc21 (stereo unspecified)
-7% | 11% | 6% | -3% | 10% | 14% | -19% | -16% | 1% | Cc1cccc(C(=O)N2CCCC(Nc3ccc(F)c(F)c3)C2)n1 (stereo unspecified)
-3% | 15% | 19% | 45µM* | -24% | u | -23% | 4% | u | COc1ccc(-n2c(O)c(/C=N/n3cnnc3)c3ccccc3c2=O)cc1
-2% | 148%[activator] | -2% | 39%[activator] | 0% | -6% | 18% | 8% | -6% | CCSc1nc2ccccc2n1Cc1ccccc1F
2% | 29% | -2% | -6% | u | -16% | -13% | 3% | 6% | COc1ccccc1OCc1ccc(C(=O)NC(C)(C)C)o1
12% | 32% | 10% | -12% | -25% | -5% | -16% | 5% | -2% | COc1ccc(/C=C/C(=O)NC2CCCCCCC2)cc1S(=O)(=O)N1CCOCC1
-9% | 40%[activator] | 1% | -4%[11.4 µM] | -5% | 15% | 13%[11.4 µM] | -6% | 2% | CCCCCCC(=O)Nc1ccc(Br)cn1
-10% | -4% | -20% | 22µM* | -25% | -58% | u | 13% | -3% | COc1ccc(N2CC(C(=O)Nc3nnc(C4CCCCC4)s3)CC2=O)cc1 (stereo unspecified)
i | 25% | 0% | -29% | -3% | 9%[57.1 µM] | -11% | -15% | -2% | Cc1c(C(=O)N2CCCCCC2)c(S(=O)(=O)N(Cc2ccccc2)C(C)(C)C)c(C)n1C
2% | 42%[activator] | -8% | 9% | 2% | 38% | 4% | 18% | -5% | O=C(CCCc1ccccc1)Nc1cccnc1Cl
3% | 0% | 4% | -27% | 18% | 8% | 14% | -1% | 0% | Cc1ccc(N(Cc2ccccc2)C(=O)c2cccc(S(=O)(=O)N3CCN(C)CC3)c2)cc1
i | 32% | -1% | -21% | -15% | 0% | -1% | 8% | -6% | CN1CCN(C(CNC(=O)C(=O)Nc2ccc(F)cc2)c2cccnc2)CC1 (stereo unspecified)
-10%&-5% | 24%&11% | 6%&10% | -17%&-3% | 7%&-3% | -1%&47% | 20%&-3% | -11%&2% | -1%&-5% | Cc1ccc(N2C(=O)NC(NS(=O)(=O)c3ccccc3)(C(F)(F)F)C2=O)cc1C (stereo unspecified)
9%&-2%&-8% | 24%&68%&-1% | 20%&32%&1%&28% | 0%&-12%&-21% | u | 6%&-3%&-13% | -5%&1%&14% | -20%&5%&-4% | -10%&-6% | Nc1ccc(C(=O)O)c(O)c1
-6% | 12% | u | -5% | 281%[activator] | 27% | -7% | 7% | -8% | CC(C)C1NC(C(=O)O)Cc2c1[nH]c1ccccc21 (stereo unspecified)
-5% | 32% | 1% | -20% | -17% | 13% | 5% | 10% | -8% | COc1cccc(NC(=O)C2CCN(C(=O)[C@@H]3Cc4ccccc4CN3)CC2)c1
-11% | 85%[activator] | 1% | 6% | -6% | -20% | -38% | -1% | 1% | CC1CN(C(=O)c2ccc(COc3ccc(C(C)C)cc3)o2)CC(C)O1 (stereo unspecified)
0% | -11% | 17% | -8% | -11% | 17% | -9% | -4% | 0% | CSc1nc2c(c(=O)[nH]c(=O)n2C)n1C/C=C(\C)Cl
-10% | 8% | 6% | -14% | -1% | -3% | -10% | 3% | -1% | Cc1nn(-c2ccccc2)c(C)c1NC(=O)COC(=O)c1cccc(OC(F)F)c1
7% | 41%[activator] | -4% | -19% | u | -8% | -19% | 3% | -6% | O=S(=O)(N/N=C\C=C\c1ccccc1)c1ccc(Cl)cc1
1% | 21% | 7% | -21% | u | 5% | 8% | -7% | 1% | CC(C)C[C@H]1CN([C@@H](CC(C)C)CN2CCC[C@@H]2CN2C(=O)C(=O)NC[C@@H]2Cc2ccccc2)C(=O)C(=O)N1CC1CCCCC1
i | 97%[activator] | x | 21% | -3% | -6% | -34% | 0% | 13% | COC(=O)C1=C(Nc2ccc(C)cc2)C=C(C)C(C(=O)OC)C1c1ccc(F)cc1 (stereo unspecified)
-7% | 35% | 0% | -18% | 140%[activator] | 23% | -6% | 10% | -3% | CC(C)N(C(=O)COC(=O)c1ccc([N+](=O)[O-])cc1)c1ccccc1
-4% | 29% | -3% | 5% | 10% | 17% | -12% | 3% | 0% | CC1CCCN(Cc2c(O)ccc3c(=O)c(-c4ccc(Cl)cc4)coc23)C1 (stereo unspecified)
-8% | -15% | 9% | u | 0% | -12% | 8% | 11% | -9% | COc1ccccc1N1CCN(CC(=O)Nc2ccccc2C(=O)NC(C)c2ccccc2)CC1 (stereo unspecified)

Assay outcomes as filed in PubChem BioAssay.
